FAS-TE inh – FAS thioesterase domain inhibitors, primary screen, biochemical, fluorescence intensity, uHTS; Fatty acid synthase (Homo sapiens), P49327; recombinant FAS-TE, OMFH fluorogenic substrate, fluorescence endpoint; inhibition, % at 15 µM; actives 0.67% (n = 360,000);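 active = compounds whose normalised, plate-corrected inhibition of enzyme fluorescence in the single-dose primary screen is 50% or more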;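 note: 0% = DMSO with enzyme and 100% = substrate without enzyme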
Target sequence (P49327 whole entry, looked up, the tested form may be a part): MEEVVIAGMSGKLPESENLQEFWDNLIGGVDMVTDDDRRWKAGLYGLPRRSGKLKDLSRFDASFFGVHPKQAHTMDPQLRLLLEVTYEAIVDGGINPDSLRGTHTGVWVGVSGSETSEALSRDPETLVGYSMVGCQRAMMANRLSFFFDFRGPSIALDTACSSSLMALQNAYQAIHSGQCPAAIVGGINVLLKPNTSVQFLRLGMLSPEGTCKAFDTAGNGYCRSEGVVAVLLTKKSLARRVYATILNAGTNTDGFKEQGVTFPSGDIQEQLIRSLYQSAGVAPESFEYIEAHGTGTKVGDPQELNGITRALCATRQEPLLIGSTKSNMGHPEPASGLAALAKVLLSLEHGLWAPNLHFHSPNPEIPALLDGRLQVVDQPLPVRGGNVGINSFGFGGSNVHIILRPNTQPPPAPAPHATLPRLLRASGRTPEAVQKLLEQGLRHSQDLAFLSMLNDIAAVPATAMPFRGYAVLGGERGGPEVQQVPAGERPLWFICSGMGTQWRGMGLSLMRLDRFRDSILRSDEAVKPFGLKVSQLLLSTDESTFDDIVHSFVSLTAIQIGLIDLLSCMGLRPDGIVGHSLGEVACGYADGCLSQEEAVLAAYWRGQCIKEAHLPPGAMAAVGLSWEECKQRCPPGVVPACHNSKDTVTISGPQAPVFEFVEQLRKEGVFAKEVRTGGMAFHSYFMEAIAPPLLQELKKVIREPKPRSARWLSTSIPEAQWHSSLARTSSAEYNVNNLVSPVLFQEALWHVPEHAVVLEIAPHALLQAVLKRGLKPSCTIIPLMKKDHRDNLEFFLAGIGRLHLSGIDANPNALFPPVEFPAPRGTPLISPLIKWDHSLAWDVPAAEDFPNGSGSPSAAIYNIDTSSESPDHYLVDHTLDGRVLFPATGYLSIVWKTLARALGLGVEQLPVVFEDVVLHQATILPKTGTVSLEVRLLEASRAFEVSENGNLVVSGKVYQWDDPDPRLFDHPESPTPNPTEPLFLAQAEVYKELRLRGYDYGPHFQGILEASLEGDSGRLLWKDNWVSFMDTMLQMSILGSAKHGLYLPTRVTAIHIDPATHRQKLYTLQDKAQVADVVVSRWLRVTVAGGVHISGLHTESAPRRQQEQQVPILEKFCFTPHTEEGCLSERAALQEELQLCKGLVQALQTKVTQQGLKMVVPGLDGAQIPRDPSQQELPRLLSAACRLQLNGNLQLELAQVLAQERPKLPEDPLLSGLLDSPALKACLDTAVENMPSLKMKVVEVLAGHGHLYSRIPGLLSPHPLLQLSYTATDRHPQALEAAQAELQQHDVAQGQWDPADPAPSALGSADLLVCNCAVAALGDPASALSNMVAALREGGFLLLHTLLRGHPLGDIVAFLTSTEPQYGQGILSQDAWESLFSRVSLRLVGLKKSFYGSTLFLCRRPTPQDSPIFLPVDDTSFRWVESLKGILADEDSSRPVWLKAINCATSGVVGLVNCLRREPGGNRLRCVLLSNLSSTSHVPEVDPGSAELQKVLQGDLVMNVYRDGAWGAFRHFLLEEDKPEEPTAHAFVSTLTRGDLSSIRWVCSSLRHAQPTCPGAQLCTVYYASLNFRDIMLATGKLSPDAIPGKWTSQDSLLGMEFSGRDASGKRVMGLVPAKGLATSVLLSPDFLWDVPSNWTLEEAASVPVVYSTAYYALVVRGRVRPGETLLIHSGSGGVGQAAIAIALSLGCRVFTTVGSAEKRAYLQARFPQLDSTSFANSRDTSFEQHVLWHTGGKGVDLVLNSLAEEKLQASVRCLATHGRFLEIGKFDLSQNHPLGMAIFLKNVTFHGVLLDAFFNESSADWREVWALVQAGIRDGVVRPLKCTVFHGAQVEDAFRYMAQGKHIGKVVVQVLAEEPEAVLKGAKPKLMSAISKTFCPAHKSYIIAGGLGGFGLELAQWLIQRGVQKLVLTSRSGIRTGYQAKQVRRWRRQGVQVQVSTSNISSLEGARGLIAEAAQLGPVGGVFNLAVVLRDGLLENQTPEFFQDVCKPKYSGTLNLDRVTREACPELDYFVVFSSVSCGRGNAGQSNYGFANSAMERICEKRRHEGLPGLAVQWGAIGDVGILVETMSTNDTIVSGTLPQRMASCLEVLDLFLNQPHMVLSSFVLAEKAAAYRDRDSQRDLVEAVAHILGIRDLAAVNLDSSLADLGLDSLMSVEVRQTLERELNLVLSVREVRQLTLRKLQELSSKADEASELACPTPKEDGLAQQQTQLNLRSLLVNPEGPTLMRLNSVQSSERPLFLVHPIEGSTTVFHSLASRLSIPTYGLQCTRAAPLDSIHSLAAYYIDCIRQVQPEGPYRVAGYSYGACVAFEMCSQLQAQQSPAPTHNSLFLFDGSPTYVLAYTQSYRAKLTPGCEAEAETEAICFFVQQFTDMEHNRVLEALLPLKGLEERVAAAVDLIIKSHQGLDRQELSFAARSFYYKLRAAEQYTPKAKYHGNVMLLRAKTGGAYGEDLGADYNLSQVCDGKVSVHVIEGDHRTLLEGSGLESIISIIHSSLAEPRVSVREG
SKN-1 block – suppressors of acrylamide-induced Pgst-4::GFP reporter in worms, primary screen, SKN-1 inhibitor project, whole organism, uHTS, GFP/RFP fluorescence ratio, strain VP596. C. elegans VP596 Pgst-4::GFP/RFP ratio, 24 h. inhibition, % at 21.8 µM. actives 0.49% (n = 360,000);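 active = interference check ratio from 0.5 to 1.5 plus GFP to RFP signal ratio inhibition reaching or exceeding a fixed threshold, cut at about 30% in these data, passing the limit was not always enough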; note: some compounds called inactive have numbers as strong as hits
Rin1-Abl PPI inh – inhibitors of Rin1-Abl protein binding, primary screen, biochemical, TR-FRET; inhibition, % at 7.35 µM; actives 0.4% (n = 360,000); in the data active = inhibition above about 5%, passing the limit was not always enough
MT1-MMP act inh – blockers of MT1-MMP proenzyme processing, primary screen, HT1080 RFP-PRO-GFP cells, GFP/RFP fluorescence; Matrix metalloproteinase-14 (Homo sapiens), P50281; GFP/RFP ratio fluorescence, overnight; percent of plate control window, DMSO zero; GFP/RFP ratio change, % at 20 µM; actives 0.061% (n = 360,000); AID 651647, 2012;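 active = GFP/RFP ratio change of at least 30% with cell ATP level not reduced by more than half and red fluorescence within 50% of control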; note: strong numbers were not always called active
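Assay system: RFP-PRO-GFP reporter HT1080 cells; read-out basis: GFP/RFP fluorescence ratio; benchmarks: DMSO wells and RFP-L50D-GFP cells; doses: 20 µM single dose, 1% DMSO; schedule: overnight cell settling, then overnight compound exposure, 37 °C, 5% CO2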
E coli Lon inh – inhibitors of E. coli Lon protease, primary screen, biochemical, fluorescence polarization; purified E. coli Lon protease; inhibition, % at 7.94 µM; actives 0.42% (n = 360,000); in the data active = inhibition above about 13%, passing the limit was not always enough;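 note: 0% = enzyme with probe and DMSO and 100% = no enzyme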
MsrA inh – bovine MsrA enzyme inhibitors, primary screen, biochemical, absorbance, HTS. Methionine sulfoxide reductase A (Bos taurus). purified bovine MsrA, absorbance read-out. inhibition, % at 15.5 µM. actives 0.75% (n = 360,000); in the data active = inhibition above about 4.5%;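 note: 0% = vehicle wells with enzyme and 100% = reference inhibitor wells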
CendR NRP1 mod – modulators of CendR peptide binding to NRP-1, primary screen, biochemical, fluorescence polarization, uHTS. AID 602438, 2012. inhibition, % at 25 µM. actives 0.85% (n = 360,000). Neuropilin-1 (Homo sapiens), O14786. FAM-RPARPAR peptide binding to NRP-1;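 active = inhibition or corrected inhibition above about 18%, plus a signal ratio from 0.5 to 1.5, limit read from the data, passing the limit was not always enough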; note: strong numbers were not always called active
Neddylation inh – inhibitors of cullin neddylation, primary screen, biochemical, TR-FRET, uHTS, NAE and Ubc12; AID 651699, 2012; NEDD8-conjugating enzyme Ubc12 (Homo sapiens) + NEDD8-activating enzyme E1 regulatory …; calls only at 25 µM; actives 0.58% (n = 360,000); in the data active = inhibition above about 36%
MsrA act – bovine MsrA enzyme activators, primary screen, biochemical, absorbance, HTS; Methionine sulfoxide reductase A (Bos taurus); AID 602163, 2012; activation, % at 10.6 µM; actives 0.3% (n = 360,000); purified bovine MsrA, absorbance read-out; in the data active = activation above about 7.5%;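 note: 0% = vehicle and 100% = reference activator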
Numbers without * were called inactive; i = inactive; x = no result given.

Fields – MT1-MMP act inh | Rin1-Abl PPI inh | MsrA act | MsrA inh | SKN-1 block | CendR NRP1 mod | FAS-TE inh | Neddylation inh | E coli Lon inh
#1 Cc1ccc(/C(N)=N/OC(=O)COc2ccccc2Cl)cc1
→ 5 | -1 | -7 | 0.4 | -15 | -9 | 18 | i | -3
#2 CN(/C(=N/S(=O)(=O)c1cccs1)c1ccccc1)c1ccc(O)cc1
→ -2 | -4 | -4 | -1.0 | 14 | 7 | -4 | i | -4
#3 c1ccc(-c2nnsc2-c2nc3ccccc3[nH]2)cc1
→ -4 | 0 | -2 | 2.4 | 4 | 5 | -3 | i | -11
#4 CC(=O)c1cc(C)c(OCc2cn(CC(=O)c3ccc(O)cc3)nn2)c(C)c1
→ 2 | 0 | -4 | 0.0 | -3 | -9 | -7 | i | -9
#5 CC1CC(CCC(=O)NC(=S)Nc2ccc(S(N)(=O)=O)cc2)C(=O)O1 (centres undefined)
→ 7 | 1 | -2 | -1.4 | 14 | -1 | -4 | i | -5
#6 COc1ccc(C(=O)NC(=S)NNC(=O)c2cnccn2)cc1OC
→ 0 | -3 | -3 | 0.6 | -5 | 3 | -10 | i | -5
#7 CCOC(=O)C1CCN(c2ccc(C(=O)O)cc2[N+](=O)[O-])CC1
→ -4 | -3 | -7 | -0.1 | -18 | 0 | -5 | i | 0
#8 Cc1cccc(C)c1NC(=S)NNc1ncc(C(F)(F)F)cc1Cl
→ -3 | 0 | -1 | 0.1 | 6 | -6 | -8 | i | 3
#9 COC(=O)/C=C1\SC(=NC(=O)c2cccc([N+](=O)[O-])c2)NC1=O
→ -4 | 0 | 0 | 0.4 | 12 | -15 | -1 | i | -6
#10 CC(C)(C)c1ccc(CC(=O)N2CCC2(C)C(=O)NS(=O)(=O)c2ccc(Cl)cc2)cc1 (centres undefined)
→ 7 | 2 | -2 | -0.7 | -3 | 0 | 1 | i | -3
#11 O=C(O)/C=C/c1ccc(OCCCF)cc1
→ -1 | -2 | -1 | 1.6 | 0 | -8 | -4 | i | -2
#12 Cc1ccc(/C=N/NC(=O)c2c[nH]c3ccccc23)s1
→ 6 | -3 | -10 | 3.9 | -1 | 6 | 0 | i | 6
#13 O=C(c1cc2cc(C(F)(F)F)ccc2s1)N1CCOCC1
→ -1 | 0 | -5 | -0.2 | -3 | -14 | -3 | i | -3
#14 COC(=O)[C@H]1[C@H](C(=O)OC)[C@@H](C(=O)OC)N(c2ccc(OC)cc2)[C@@H]1C(=O)OC
→ -2 | 3 | -2 | 1.5 | 20 | 0 | -4 | i | -10
#15 Cc1cccc(/C=N/n2c(C)nc3ccccc3c2=O)c1
→ 3 | -3 | -1 | 1.0 | 2 | 7 | -1 | i | 2
#16 COc1cc(OC)cc(C(=O)NCCCCc2ccccc2)c1
→ 1 | 1 | 0 | -0.2 | 0 | 1 | 12 | i | 3
#17 COc1cc(C(Nc2ccccn2)c2c(NC(=O)c3ccco3)sc(C)c2C)cc(OC)c1OC (centres undefined)
→ -9 | -2 | -7 | 0.7 | 1 | -1 | 27 | i | 1
#18 Cc1cnc([N+](=O)[O-])n1CCOC(=O)NC(=O)c1ccccc1Cl
→ 4 | -1 | -4 | -0.5 | -7 | -3 | -1 | i | -6
#19 COc1cc(/C=N/NS(=O)(=O)c2ccc(C)c([N+](=O)[O-])c2)cc([N+](=O)[O-])c1O
→ 8 | -3 | -6 | 4.0 | -6 | 9 | -2 | i | 4
#20 Cn1c(O)c(/C=N/NC(=O)c2cc3ccccc3cc2O)c2ccccc21
→ -24 | -2 | -2 | 2.8 | -17 | -131 | 29 | x | -374
#21 CC(C)CCC(CC(C)O)C(=O)NNC(=S)Nc1ccccc1 (centres undefined)
→ 3 | -1 | -2 | -1.3 | 4 | 9 | -1 | i | -3
#22 O=C1NC(c2ccc3c(c2)OCO3)Nc2ccccc21 (centres undefined)
→ 1 | 0 | -2 | -1.2 | 10 | 8 | 1 | x | 0
#23 O=C(Nc1ccccc1)OCc1cc(-c2ccccc2Cl)on1
→ -2 | 0 | 5 | -0.8 | 7 | 6 | 10 | i | -3
#24 COc1ccc2[nH]c(C(=O)O)c(NS(=O)(=O)c3ccc(F)cc3)c2c1
→ -3 | 2 | -4 | 0.5 | 10 | 0 | -6 | i | 1
#25 COc1ccc(-c2cc(C(=O)NC(C)c3ccccn3)c3ccccc3n2)cc1OC (centres undefined)
→ -2 | 0 | -1 | 1.0 | 7 | -4 | -4 | i | -6
#26 Cc1ccc(C(=O)OC(C)CN2CCN(C)CC2)cc1 (centres undefined)
→ 4 | -1 | -7 | -0.4 | -8 | 2 | -1 | i | -1
#27 Cc1cccc(NC(=S)NC(C)C(c2ccccc2)N2CCN(C)CC2)c1C (centres undefined)
→ -20 | 0 | -6 | -0.4 | 1 | 1 | -4 | i | -3
#28 CN(CC(=O)NCc1ccccc1)S(=O)(=O)c1ccc2c(c1)CCC(=O)N2
→ 3 | 0 | -11 | -1.5 | -8 | 8 | -4 | i | 4
#29 CCC1CCCCN1C(=O)CCCOc1ccccc1 (centres undefined)
→ 1 | 0 | -3 | 1.8 | 8 | -5 | -9 | i | 4
#30 CC(C#N)(NC(=O)CN1CCN(S(=O)(=O)c2cccc(F)c2)CC1)C1CC1 (centres undefined)
→ 0 | -1 | -3 | -0.2 | 14 | -1 | -8 | i | -1

(more compounds)
Fields – MT1-MMP act inh | Rin1-Abl PPI inh | MsrA act | MsrA inh | SKN-1 block | CendR NRP1 mod | FAS-TE inh | Neddylation inh | E coli Lon inh
#31 O=C(Cc1ccc(Cl)cc1)Nc1cccc(S(=O)(=O)Nc2ccccc2F)c1
→ 1 | 3 | -3 | 0.3 | 9 | 18 | 30 | i | 4
#32 O=C(COc1cccc2ccccc12)NNC(=O)c1cccs1
→ 0 | -4 | -5 | 0.1 | -12 | 0 | 0 | i | 1
#33 CN1CCN(C(=O)c2cc(Cl)ccc2Cl)CC1
→ -6 | 4 | 0 | 0.7 | 12 | 4 | -7 | i | -5
#34 Clc1ccc2nc(CSc3ncn[nH]3)cn2c1
→ 2 | -7 | -1 | -0.1 | -5 | -6 | -5 | i | 0
#35 O=C(Nc1ccc(S(=O)(=O)Nc2cnc3ccccc3n2)cc1)c1ccc(Cl)cc1Cl
→ 3 | 1 | 0 | 2.3 | -17 | -8 | 0 | i | -1
#36 O=C1CSC(=Nc2cccc(Cl)c2Cl)N1Cc1cccnc1
→ -2 | 5 | 0 | 0.1 | 14 | -6 | 6 | i | -17
#37 CCN1CCCC1CNCc1ccc(OCc2ccc(Cl)nc2)c(OC)c1 (centres undefined)
→ 5 | 2 | -1 | -0.4 | -10 | -4 | -4 | i | 5
#38 CCOc1cc(NS(=O)(=O)c2ccccc2)c(OCC)cc1NC(=O)c1ccco1
→ 2 | -3 | -4 | -0.8 | 27 | -14 | 14 | i | 4
#39 CCOc1ccccc1N1CCN(C(=O)c2cc(-c3cc(OC)ccc3OC)nc3ccccc23)CC1
→ -10 | 2 | -7 | 1.5 | 25 | 2 | 30 | i | 6
#40 O=C(NCC1CCN(Cc2cccc(Cl)c2)CC1)Nc1ccccc1Cl
→ 4 | -1 | -1 | -0.9 | -1 | 3 | -1 | i | 1
#41 Nc1cc(-c2ccccc2)nn1S(=O)(=O)c1ccc(Br)cc1
→ -1 | 1 | -2 | -0.4 | -3 | -3 | 26 | i | 0
#42 Cc1ccc(-n2c(=O)[nH]c3c(C(N)=O)nc(CC(C)C)nc32)cc1
→ 18 | -1 | 0 | -0.8 | 10 | 9 | -2 | i | -11
#43 CSC1=N/C(=C\c2ccccc2)C(=O)N1C
→ 1 | 1 | -4 | 2.9 | -12 | -4 | -12 | i | 1
#44 O=C(C1CCN(C2CCN(CC3CC=CCC3)CC2)CC1)N1CCOCC1 (centres undefined)
→ 2 | -3 | -4 | 0.2 | -5 | -7 | -6 | i | -4
#45 COc1ccc(N2CCN(C(=S)Nc3cccc(OC)c3)CC2)cc1
→ 2 | 4 | -4 | 0.6 | 13 | 14 | -1 | i | -2
#46 CCCCC(=O)Nc1nn(C)c2nc3c(C)cccc3cc12
→ -4 | -1 | -1 | 1.9 | 1 | -4 | -1 | x | 0
#47 CCc1ccc(C(=O)NNC(=O)C2CC(=O)N(c3ccc4c(c3)OCCO4)C2)cc1 (centres undefined)
→ -4 | 1 | -11 | 0.9 | -8 | -5 | -2 | i | -1
#48 O=C(c1ccc(-n2cncn2)c([N+](=O)[O-])c1)N1CCN(S(=O)(=O)c2c(F)cccc2F)CC1
→ 1 | 0 | -1 | -0.5 | 6 | 4 | -3 | i | -5
#49 O=C(c1ccco1)N1CCN(C(=O)c2cc3cc([N+](=O)[O-])ccc3oc2=O)CC1
→ -5 | -2 | -2 | 0.1 | 7 | 7 | 5 | i | 2
#50 CN(CC(=O)Nc1ccc(Cl)c(C(F)(F)F)c1)C(=O)C1CC(=O)N(c2ccc3c(c2)OCCO3)C1 (centres undefined)
→ -1 | -3 | 0 | -0.6 | 5 | -3 | 54* | i | -2
#51 O=S(=O)(Nc1cccc2c1CCCC2)c1cccc(C(F)(F)F)c1
→ -5 | 4 | 3 | 1.7 | 4 | 3 | 39 | i | -1
#52 O=C(CCS(=O)(=O)c1cccc2nsnc12)NCc1ccccc1
→ -3 | 0 | 1 | 1.5 | 7 | 4 | -3 | i | -4
#53 CCOc1ccccc1NC(=O)C1=C(C)NC(=S)NC1c1cccs1 (centres undefined)
→ -3 | 2 | -2 | 0.8 | 3 | -6 | -8 | i | 12
#54 CC(=O)c1cccc(S(=O)(=O)NC(C)C2CC3CCC2C3)c1 (centres undefined)
→ -1 | 0 | -1 | 0.5 | 9 | -9 | 3 | i | -4
#55 C=CCNC(=O)COC(=O)c1ccc(C)c(NC(=O)c2ccco2)c1
→ -1 | 0 | 1 | -0.1 | -6 | 13 | -3 | i | -1
#56 O=C(Cc1ccccc1)N/N=C/c1cc(Br)cs1
→ 0 | -2 | -2 | 1.9 | 8 | -2 | -1 | i | 1
#57 CCn1c(SCCN2CCCCC2)nc2c1c(=O)n(C)c(=O)n2C
→ 2 | 2 | -2 | 0.1 | -7 | 8 | -4 | i | -1
#58 Cc1ccccc1NC(=O)C1CC(=O)n2ncnc2N1 (centres undefined)
→ -1 | -2 | -1 | 0.0 | -8 | -1 | -6 | i | -4
#59 CC(=O)OCC(O)C1(O)CCC2C3CCC4=CC(=O)CCC4(C)C3C(O)CC21C (centres undefined)
→ 3 | 2 | -1 | -0.8 | 7 | -24 | 3 | i | -5
#60 COc1ccccc1N1CCN(C(=O)CSc2nc(-c3ccccc3)cc(=O)[nH]2)CC1
→ 6 | 0 | 7 | -0.3 | 5 | 4 | -3 | i | -9

Additional structures follow.
Fields – MT1-MMP act inh | Rin1-Abl PPI inh | MsrA act | MsrA inh | SKN-1 block | CendR NRP1 mod | FAS-TE inh | Neddylation inh | E coli Lon inh
#61 O=C(c1nnc(-c2ccccc2)o1)C1CC1
→ 2 | -2 | -2 | 1.7 | 4 | 7 | -4 | i | -1
#62 CCOc1cc(CNCc2ccncc2)cc(Br)c1OCc1ccccc1F
→ -13 | 0 | 0 | 1.4 | 30 | 6 | 2 | i | 0
#63 O=C(O)c1cc(NC(=O)c2cccc(N3C(=O)c4ccccc4C3=O)c2)cc(C(=O)O)c1
→ 0 | 2 | -7 | 0.5 | -13 | -1 | -5 | i | 1
#64 CC(=O)Nc1nc(=S)ss1
→ 2 | -1 | 2 | -0.9 | -2 | 17 | -3 | i | 1
#65 O=C1C(C=NCCCN2CCCC2=O)=C(O)c2ccccc21
→ 4 | -5 | -2 | 5.2* | -7 | -8 | -6 | i | 1

Assay outcomes: PubChem, several laboratories
